Screens from PubChem.
CXCR6 inh – CXCR6 (human) receptor inhibition | O00574 | CHO-K1 PathHunter CXCR6 beta-arrestin, luminescence | inhibition, % at 20 µM | actives 0.36% (n = 360,000) | AID 602244; in the data active means inhibition above about 34%, passing the limit was not always enough;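 further: antagonist mode with CXCL16 agonist at 10 nM final; 0% = 10 nM CXCL16 with DMSO and 100% = unstimulated wells without agonist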
Target sequence (O00574 whole entry, looked up): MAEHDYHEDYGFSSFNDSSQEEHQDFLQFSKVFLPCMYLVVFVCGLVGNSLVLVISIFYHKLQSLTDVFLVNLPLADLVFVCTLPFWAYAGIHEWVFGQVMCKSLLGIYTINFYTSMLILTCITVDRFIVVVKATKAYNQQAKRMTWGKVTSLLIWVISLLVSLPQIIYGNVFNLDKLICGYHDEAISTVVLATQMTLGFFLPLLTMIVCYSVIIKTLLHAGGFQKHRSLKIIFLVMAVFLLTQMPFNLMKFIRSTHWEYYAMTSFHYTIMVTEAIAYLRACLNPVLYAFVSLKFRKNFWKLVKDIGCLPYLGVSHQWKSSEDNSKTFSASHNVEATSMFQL
* = called active by the depositor. Not all compounds are listed; count on the stated rates, not on these rows.

SMILES	CXCR6 inh
CCOC(=O)C(=Cc1cc(=O)c(OC)co1)C(=O)OCC	-5
Cc1ccc2nc(N)nnc2c1	2
COc1ccc(OCC2c3cc(OC)c(OC)cc3CCN2C(=O)C(C)C)cc1 (stereo unspecified)	9
CN(C)c1ccc(C=c2c3cc([N+](=O)[O-])ccc3n3c2cc(-c2ccccc2)[n+]3C)cc1	49*
O=C(Cn1ncc(Cl)c(Cl)c1=O)N1CCc2ccccc21	17
O=C(O)c1nc(-c2ccccc2)c(C(=O)NC2CC2)[nH]1	-3
O=C(COC(=O)c1cccc(S(=O)(=O)N2CCCC2)c1)c1ccc(F)cc1	-4
Cc1cccc(NC(=O)COC(=O)CN2C(=O)c3ccccc3C2=O)c1C	-9
O=C1C2CCCN2C(c2ccccc2F)N1c1ccc(F)cc1 (stereo unspecified)	2
Cc1cccn2cc(COc3ccc(-c4ccccc4)cc3)nc12	6
Cc1ccsc1CNC(=O)C1(C)CCN1C(=O)C(C)C (stereo unspecified)	-1
CCCNC(=O)C1(C)CCCN(C(=O)COc2ccc(C(C)(C)C)cc2)C1 (stereo unspecified)	-4
O=C(Nc1ccc(N2CCOCC2)cc1)c1csc([C@@H]2C[C@H](O)[C@@H](CO)O2)n1	-3
O=C(C1CCCCC1)N1C[C@H](O)[C@@H](n2cc(C3CC3)nn2)C[C@@H]1c1ccccc1	0
COc1ccc(C(=O)Nc2ccccc2C(=O)NC2CC2)c(OC)c1OC	0

3 of the entries above in order of their number in CXCR6 inh, largest number first:
SMILES	CXCR6 inh
COc1ccc(OCC2c3cc(OC)c(OC)cc3CCN2C(=O)C(C)C)cc1 (stereo unspecified)	9
O=C1C2CCCN2C(c2ccccc2F)N1c1ccc(F)cc1 (stereo unspecified)	2
COc1ccc(C(=O)Nc2ccccc2C(=O)NC2CC2)c(OC)c1OC	0

Back to the main list, starting three compounds before the break.
SMILES	CXCR6 inh
O=C(Nc1ccc(N2CCOCC2)cc1)c1csc([C@@H]2C[C@H](O)[C@@H](CO)O2)n1	-3
O=C(C1CCCCC1)N1C[C@H](O)[C@@H](n2cc(C3CC3)nn2)C[C@@H]1c1ccccc1	0
COc1ccc(C(=O)Nc2ccccc2C(=O)NC2CC2)c(OC)c1OC	0
CSc1ccc(CN2CCC(C)(Oc3ccc4ccccc4c3)C2)cc1 (stereo unspecified)	-11
O=C(CN1CCN(C(C(=O)Nc2cc(C(F)(F)F)ccc2Cl)c2ccccc2)CC1)NC1CC1 (stereo unspecified)	-29
O=c1[nH]c(=O)c2cc3ccccc3nc2[nH]1	-4
O=C(NCc1ccc(Cl)c(Cl)c1)c1cc(C2CCCCN2C(=O)OCCF)on1 (stereo unspecified)	-5
COc1ccc(S(=O)(=O)N2CCCCCC2)cc1C(=O)N1CCN(c2ccc(F)cc2)CC1	9
CCOc1ccc(Nc2ccc(N)c(S(=O)(=O)O)c2)cc1	-13
Cc1nc([N+](=O)[O-])c(Br)n1Cc1ccc(Cl)c(Cl)c1	6
COc1ccc(-c2cc(NC=O)c3ncc(-c4cc(OC)c(OC)c(OC)c4)n3c2)cc1	10
CC1(CCC(=O)O)C(=O)CCC2C1CCC1(C)C2CCC1(C)O (stereo unspecified)	-6
N#Cc1ccc(S(=O)(=O)NCCc2ccncc2)cc1	6
CSC[C@H]1CN(c2ccccc2)C(=O)[C@@H]1CC(=O)Nc1ccc(Br)cc1	2
C[C@@H]1CN([C@@H](C)CO)C(=O)CCCn2cc(nn2)CO[C@H]1CN(C)S(=O)(=O)c1cccc(C#N)c1	-1
O=C(OCc1cn([C@@H]2CN(CC3CCCCC3)[C@@H](c3ccc(Cl)cc3)C[C@H]2O)nn1)c1ccccc1	4
COc1cccc(CNC(=O)C2CCN(S(=O)(=O)c3ccc4c(c3)C(C)(C)C(=O)N4C)CC2)c1	-9
C/C(=N/NC(=O)c1ccc2c(c1)OCO2)c1ccc(NC(=O)C(F)(F)F)cc1	-8
C[C@@H]1CCCCO[C@H](CN(C)Cc2ccccc2)[C@@H](C)CN([C@H](C)CO)C(=O)c2cc(NC(=O)c3ccccc3)ccc2O1	7
CC(CNC1CCCCC1)OC(=O)c1ccc([N+](=O)[O-])cc1 (stereo unspecified)	-5
Cc1cc(N/N=C/c2ccncc2)nc2ccccc12	-4
[O-][N+](=Cc1ccccc1)c1ccc(Cl)cc1	2
COc1cccc(-c2nc3nc(C)cc(C)n3c2NC2CCCCC2)c1	2
CC(=O)Nc1ccc(NC(=O)C2Cc3c(-c4cccc(F)c4)ccnc3O2)cc1 (stereo unspecified)	7
Cc1ccc(S(=O)(=O)N2CCOCC2)cc1NC(=O)c1ccncc1	-6
CC1(C(=O)NS(=O)(=O)Cc2ccccc2)CCN1C(=O)Cc1ccc(-c2ccccc2)cc1 (stereo unspecified)	-7
COC1OC(COCc2ccccc2)C(N)C(OCc2ccccc2)C1OCc1ccccc1 (stereo unspecified)	-3
CCCCCCN1C[C@H](n2cc(-c3ccc(F)cc3)nn2)[C@@H](O)C[C@@H]1c1ccc(Cl)cc1	-12
COc1cc(C2c3cc4c(cc3C(O)C3COCC23)OCO4)cc(OC)c1OC (stereo unspecified)	-4
Cc1ccc(S(=O)(=O)Nc2ccc(Nc3nccn4c(-c5ccc6ccccc6c5)cnc34)cc2)cc1	-1
Oc1ccccc1C=NN=C1c2ccccc2-c2ccccc21	13
CC(C)[C@H](NC(=O)OCc1ccccc1)C(=O)OCC(=O)N1CCCCC1	-3
NC(CO)c1csc(NC(=O)Nc2cccc(Cl)c2)n1 (stereo unspecified)	6
Cc1cc(C)c(S(=O)(=O)/N=C2/C=C(Sc3ncn[nH]3)C(=O)c3ccccc32)cc1C	46*
CCOC(=O)[C@]12CCC=C1N(Cc1ccc(Cl)cc1Cl)C(=O)[C@H](CC(=O)NCCC(C)C)C2	17
C[C@H](c1ccccc1)N1C[C@H](COCc2ccccc2)Oc2cc(N3CC[C@@H](O)C3)ccc2S1(=O)=O	12
O=C(CSc1nnc(Nc2ccccc2F)s1)NCc1ccco1	-4
CC/C(C)=C1/NC(=O)NC1=O	-3
Cc1ccc(-c2nc3cc(C)c(Br)c(C)n3c2Cc2ccccc2)cc1	2
COc1cc(CC(=O)Nc2cc(S(=O)(=O)N3CCOCC3)ccc2N2CCCC2)cc(OC)c1OC	5
NC(CSC(c1ccccc1)(c1ccccc1)c1ccc2c(c1)OCO2)C(=O)O (stereo unspecified)	2
CC(=O)NC1C(=O)N(CCN2CCOCC2)c2ccc(C)cc21 (stereo unspecified)	18
COc1ccc(C(=O)CSc2nc3nn(-c4ccccc4)c(=O)c-3c3n2CCCCC3)c(OC)c1	2
Cc1cc(Br)cn2c(Cc3ccccc3)c(-c3ccc(C#N)cc3)nc12	7
COc1ccc(S(=O)(=O)NC(=O)C2(C)CCN2C(=O)Cc2ccccc2Cl)cc1OC (stereo unspecified)	-1
CC1(C(=O)NC2CCN(Cc3ccccc3)CC2)CCN1Cc1ccc(OC(F)(F)F)cc1 (stereo unspecified)	10
CCc1c(O)nc(SCC(=O)Nc2ccccc2)n(-c2ccccc2C)c1=O	6
O=C(NCc1cccnc1)c1cc(C2CCCN(C(=O)c3cccc(O)c3)C2)on1 (stereo unspecified)	-2
O=C1OCC2=C1C(c1ccc3c(c1)OCO3)c1cc3c(cc1O2)OCO3 (stereo unspecified)	11
CCOC(=O)c1c(C)[nH]c(C(=O)OCC(=O)NCc2ccco2)c1C	-1
CCc1nc2ccc(C(=O)NCCc3ccccn3)cn2c1N(C)CCC(C)C	-7
COc1ccc(C(CNC(=O)c2ccc(OCc3cscn3)cc2)N2CCCC2)cc1 (stereo unspecified)	2
CC(=O)Nc1ccc(Nc2nccc(C)n2)cc1	-5
Cc1ccsc1C(=O)OCC(=O)NC1CCCCC1	8
O=C(Nc1cccc(OC(F)(F)F)c1)C1Cc2c(-c3ccc(Cl)cc3)ccnc2O1 (stereo unspecified)	2
CCOC(=O)N1CCC(NC(=O)CNS(=O)(=O)c2ccc(Br)s2)CC1	-2
C[C@@H](C(=O)N=c1sc2ccccc2n1C)N1C(=O)C2CC=CCC2C1=O (stereo partly specified)	-4
CCCOc1ccc(F)cc1-c1cc(C(=O)NC(C)C)[nH]n1	4
Fc1cccc(-c2cncc(N3CCN(CCN4CCCC4)CC3)n2)c1	0
CC1(C(=O)Nc2ccc3ccccc3c2)CCC(=O)N1CCOc1ccccc1 (stereo unspecified)	2
Cc1ccc(-n2c(SCC(=O)NCc3ccco3)nc3nc4c(cc3c2=O)COC(C)(C)C4)cc1	5
CCn1c(SCC(=O)N2CCC(C(N)=O)(N3CCCCC3)CC2)nc2ccccc2c1=O	4
CC(C)NC(=O)c1ccc2nc([C@@H]3O[C@H](CO)[C@H](O)[C@H](O)[C@H]3O)[nH]c2c1	1

Carrying on:
SMILES	CXCR6 inh
COc1cccc(NC(=O)C2(C)CCCN(C(C)C)C2)c1 (stereo unspecified)	4
COc1ccc(CCNCCC(c2ccccc2)c2ccccc2)cc1OC	-1
Cc1cc(C)n2c(NC3CCCCC3)c(-c3ccc(F)cc3)nc2n1	4
Cn1c(CCCNC(=O)c2ccco2)nc2ccccc21	-3
CC(=O)Oc1ccc(Cn2c(C)c(C(=O)NCc3ccc(C#N)cc3)sc2=O)cc1	3
O=C1Nc2cc(C(=O)NCCN3CCCCCC3)ccc2S/C1=C/c1ccccc1F	-9
COc1cccc(NC(=O)C2(C)CCN2C(=O)CCc2ccc(Cl)cc2Cl)c1 (stereo unspecified)	3
c1ccc(CNn2c(N3CCOCC3)nc3ccccc32)cc1	14
Cc1noc(C)c1NC(=O)N(C)C[C@@H]1Oc2ncc(C#CC3CC3)cc2C(=O)N([C@@H](C)CO)C[C@@H]1C	2
COc1nc(N)nc2c1ncn2C1OC(CO)CC1O (stereo unspecified)	-10
Cc1c(Cl)cccc1NC(=O)CSc1nc(=O)n(CCCN2CCOCC2)c2c1CCCC2	5
O=C(c1ccccc1)c1sc(Nc2ccc3c(c2)OCO3)nc1-c1ccccc1	13
CC1=C(C(=O)N(C(C)C)C(C)C)CC(CC(=O)NC2CCCC2)C(=O)N1Cc1ccccc1 (stereo unspecified)	-6
c1ccc(CN2CCC3CC2c2c3cccc2N2CCOCC2)cc1 (stereo unspecified)	-1
O=C1NC[C@H](Cc2ccccc2)N(CC2CCN(CCc3ccccc3)CC2)C1=O	-6

Some of the entries so far, in markdown:
| Compound | CXCR6 inh |
| --- | --- |
| O=C(Cn1ncc(Cl)c(Cl)c1=O)N1CCc2ccccc21 | 17 |
| O=C(O)c1nc(-c2ccccc2)c(C(=O)NC2CC2)[nH]1 | -3 |
| O=C(COC(=O)c1cccc(S(=O)(=O)N2CCCC2)c1)c1ccc(F)cc1 | -4 |
| Cc1cccc(NC(=O)COC(=O)CN2C(=O)c3ccccc3C2=O)c1C | -9 |
| O=C1C2CCCN2C(c2ccccc2F)N1c1ccc(F)cc1 (stereo unspecified) | 2 |
| Cc1cccn2cc(COc3ccc(-c4ccccc4)cc3)nc12 | 6 |
| Cc1ccsc1CNC(=O)C1(C)CCN1C(=O)C(C)C (stereo unspecified) | -1 |

Following part:
SMILES	CXCR6 inh
COC(=O)C[C@@H]1C[C@H]2c3cc(NC(=O)CC4CC4)ccc3O[C@H]2[C@@H](CO)O1	0
CC#CCN(Cc1ccco1)C(=O)C1CCC(=O)N(CCc2cccc(F)c2)C1 (stereo unspecified)	9
O=C(NCCc1ccccc1)c1cccc(NC(=O)C2CCCC2)c1	-6
Oc1ccc(C=NNc2ccccn2)c(O)c1	-16
COc1ccc(OC)c(-c2c3cc(O)c(=O)cc-3oc3cc(O)c(O)cc23)c1	29
O=C(NCc1ccccc1)c1cccc(NC(=O)C2CCCCC2)c1	-3
Cc1cccc(C)c1NC(=S)NC(=O)c1cccc(Cl)c1	9
O=C(/C=C/[C@H]1O[C@@H](n2ccc(=O)[nH]c2=O)[C@H](O)[C@@H]1O)NCCCc1ccccc1	-5
COc1cccc(-c2ccc3c(c2)C2CC3CCN2C(=O)c2ccc(Cl)cc2)c1 (stereo unspecified)	-2
C[C@@H]1CCCCO[C@H](CN(C)C(=O)Nc2ccc(C(F)(F)F)cc2)[C@@H](C)CN([C@H](C)CO)C(=O)c2cc(NC(=O)c3ccncc3)ccc2O1	0
CN1CCN(C2CN(Cc3cn(Cc4ccc(C(F)(F)F)cc4)nn3)S(=O)(=O)C2)CC1 (stereo unspecified)	5
O=C(CNC(=O)c1ccccc1Br)NCC(c1ccco1)N1CCCCC1 (stereo unspecified)	-5
CCNC(=S)Nc1cc(OCC)c(NC(=O)c2cccs2)cc1OCC	-1
CN1CCC(C)(C(=O)Nc2ccc3c(c2)OCCO3)C1 (stereo unspecified)	-5
COc1ccc(NC(=O)C2c3ccccc3OCC(=O)N2Cc2cccnc2)cc1 (stereo unspecified)	-9
Cc1cccc(C)c1-n1nnnc1-c1nc2cc(Br)ccc2[nH]c1=O	-2
Cc1cc(F)ccc1C(O)c1ncc(-c2ccc(Oc3ccccc3)cc2)[nH]1 (stereo unspecified)	-2
C[C@H](CO)N1C[C@H](C)[C@@H](CN(C)Cc2ccc(O)cc2)OCc2cnnn2CCCC1=O	-2
C[C@H]1CN([C@@H](C)CO)C(=O)c2cc(-c3cccc(F)c3)cnc2O[C@@H]1CN(C)S(C)(=O)=O	-1
COCCn1c(C(=O)N(C)C)cc2c1C[C@H]1CN(C(=O)c3ccccc3)[C@@](Cc3ccc(F)cc3)(C(=O)OC)[C@@H]21	2
O=C1NC[C@H](Cc2ccccc2)N(CC2CCN(CCC34CC5CC(CC(C5)C3)C4)CC2)C1=O	-1
O=C(NCc1ccc(F)cc1)C1CCCN1S(=O)(=O)c1ccc(F)cc1 (stereo unspecified)	8
Cc1ccc([C@H]2C[C@@H](n3cc(-c4ccc(F)cc4)nn3)[C@H](O)CN2CC2CCCCC2)cc1	3
CCCNC(=O)C1(C)CCN(C(=O)c2cccnc2Oc2ccccc2)C1 (stereo unspecified)	-1
O=C(Nc1ccc(Oc2ccccc2)nc1)[C@H]1O[C@@H](n2ccc(=O)[nH]c2=O)[C@H](O)[C@@H]1O	-4
